NCI-60 one-dose screen, 48 h, at 10 µM unless noted. Numbers give growth in % (100 = growth as untreated, 0 = no growth, -100 = all killed).
M14: M14 melanoma. hit rate 6.2% among 80,000. AID 1794745
MOLT-4: MOLT-4 leukemia cells; AID 1794779; hit rate 6.9% among 80,000
EKVX: EKVX NSCLC; hit rate 3% among 71,000; AID 1794765
CCRF-CEM: CCRF-CEM leukemia. hit rate 7% among 77,000. AID 1794778
A549/ATCC: A549/ATCC NSCLC. AID 1794740. hit rate 3.7% among 81,000
HOP-92: HOP-92 NSCLC cells | hit rate 6.3% among 71,000
RPMI-8226: RPMI-8226 leukemia cells; hit rate 7.5% among 77,000
HOP-62: HOP-62 NSCLC. hit rate 3.9% among 80,000
The depositor's hits bear a star; nt = no result given. The calls were made as follows: active = growth percent below 10; inactive = the rest.

| entry | Molecule | M14 | MOLT-4 | EKVX | CCRF-CEM | A549/ATCC | HOP-92 | RPMI-8226 | HOP-62 |
| --- | --- | --- | --- | --- | --- | --- | --- | --- | --- |
| 1 | CC(C)n1c(NCCc2ccc(O)c(O)c2)nc2c1c(=O)n(C)c(=O)n2C | 99 | 105 | 101 | 100 | 93 | 84 | 77 | 103 |
| 2 | Cc1cc(O)cc(-c2c(-c3cc(NCCCCO)nc(-c4cccnc4)n3)cnn2C)c1 | 97 | 90 | 92 | 80 | 89 | 62 | 74 | 96 |
| 3 | COc1ccc(C2CC(c3cc(OC)c(OC)c(OC)c3)=NN2C(C)=O)cc1OCC(=O)Nc1nc2ccc(C(F)(F)F)cc2s1 (centres undefined) | 68 | 60 | 83 | 73 | 51 | -4.0* | 42 | 57 |
| 4 | O=c1[nH]n(-c2ccccc2)c(=O)cc1Cl | 106 | 95 | 110 | 106 | 102 | nt | 97 | 108 |
| 5 | Ic1ccc(Cn2cncc2-c2c[nH]c3ccccc23)cc1 | 57 | 73 | 66 | 72 | 77 | 44 | 48 | 68 |
| 6 | COc1nc(N=[N+]=[N-])nc(-c2c(OC)ccc3ccccc23)n1 | 96 | 86 | 89 | 79 | 80 | 59 | 76 | 90 |
| 7 | COc1cc2nc(N3CCCC3)nc(NCCc3c[nH]c4ccccc34)c2cc1OC | 100 | 103 | 98 | 110 | 102 | nt | 113 | 101 |
| 8 | C[C@@H](Oc1cc(-c2cnn(C3CC4(CNC4)C3)c2)cnc1N)c1c(Cl)ccc(F)c1Cl | 30 | 0.5* | nt | 24 | 20 | 0.1* | 28 | 50 |
| 9 | CNCCOC(=O)c1ccccc1 | 97 | 84 | 118 | 103 | 84 | 100 | 103 | 95 |
| 10 | CCCn1cnc2c(c1=N)C(c1ccc(F)cc1)c1sc3c(CC)cccc3c1O2 (centres undefined) | 13 | 9.5* | 33 | 8.4* | 17 | 34 | 4.8* | 28 |
| 11 | CCCCOc1ccc(/C(C)=N/Nc2cc(C)nc3ccc(Br)cc23)cc1 | 104 | 83 | 88 | 65 | 93 | 78 | 58 | 89 |
| 12 | C[C@H]1[C@@H](CC(=O)N[C@@H](Cc2coc3ccccc23)B(O)O)O[C@@H]2OC3(C)CC[C@H]4[C@H](C)CC[C@@H]1[C@@]24O3 | -34* | 14 | 28 | -0.8* | 32 | 23 | -4.7* | 6.3* |
| 13 | CC(C)=CCC[C@](C)(O)[C@H]1CC[C@]2(C)[C@@H]1CC[C@@H]1[C@@]3(C)C/C(=C/O)C(=O)C(C)(C)[C@@H]3CC[C@]12C | 104 | 87 | 98 | 66 | 99 | 102 | 88 | 105 |
| 14 | CCC(C)C1OC1(C)C1(O)C(C)=CC2CC(C(=O)OC)=CCC2C1/C=C/C=C/C=C/C(=O)O (centres undefined) | 86 | 68 | 88 | 50 | 88 | 99 | nt | nt |
| 15 | Cn1c2ccc(Br)cc2c2c3c(c4c5ccccc5ccc4c21)C(=O)NC3=O | 110 | 101 | 107 | 95 | 106 | 132 | 104 | 109 |
| 16 | CC(=O)Nc1cccc(-c2[nH]c3ccccc3c2/C=N/NC(=O)c2cccnc2)c1 | 98 | 85 | 85 | 87 | 98 | 81 | 82 | 91 |
| 17 | Cc1cccc(N=NN(C)C)c1 | 99 | 93 | nt | 94 | 108 | 86 | 106 | 103 |
| 18 | COc1ccc(-c2nocc2-c2cc(OC)c(OC)c(OC)c2)cc1 | 3.0* | 20 | 54 | 23 | 25 | 76 | 31 | 30 |
| 19 | O=C(/C=C/c1c(C(F)(F)F)nc2sccn12)c1cccs1 | 99 | 91 | 60 | 101 | 92 | 83 | nt | 76 |
| 20 | O=C(Nc1cccc(C(F)(F)F)c1)c1cncc(C#Cc2cnc3ccc(N4CCOCC4)nn23)c1 | -49* | 3.4* | -22* | 11 | 8.0* | -48* | nt | 6.8* |
| 21 | CC1(C)CC[C@]2(C(=O)O)CC[C@]3(C)C(=CCC4[C@@]5(C)C[C@@H](O)[C@@H]6OC(c7ccco7)OC[C@@]6(C)C5CC[C@]43C)C2C1 (some centres undefined) | 23 | 21 | 23 | 22 | 18 | -1.3* | 15 | 43 |
| 22 | Cc1[nH]nc2c1C(c1cnn(C)c1)C(C#N)=C(N)O2 (centres undefined) | 100 | 99 | nt | 101 | 96 | nt | 99 | 98 |
| 23 | CC1(C)COC(=S)N1 | 101 | 108 | 94 | 108 | 104 | nt | nt | 100 |
| 24 | Cc1ccc(NC(=O)Cn2cc(COc3ncnc4c3cnn4-c3ccccc3)nn2)cc1C | 106 | 79 | 77 | 90 | 86 | 75 | 69 | 86 |
| 25 | CCCCCCCC(=O)OC1CCC(C2CCCCC2)CC1 (centres undefined) | 102 | 95 | 99 | 101 | 106 | 95 | 102 | 106 |
| 26 | COc1ccc(C2=NN(C(C)=O)C(c3cccc(Nc4ccnc5cc(Cl)ccc45)c3)C2)cc1 (centres undefined) | 40 | 22 | 65 | 41 | 45 | 33 | 41 | 38 |
| 27 | CC(=O)c1ccc(C(C)C)cc1 | 98 | 112 | 103 | nt | nt | nt | nt | 99 |
| 28 | CC/C(=N\N=C(/CC)c1ccccc1O)c1ccccc1O | 108 | 86 | 75 | 89 | 90 | 85 | 77 | 109 |
| 29 | Cc1ccc(C(=O)/C(=C/c2ccc([N+](=O)[O-])cc2)S(=O)Cc2ccccc2)cc1 (centres undefined) | -26* | 1.8* | 30 | 6.7* | 65 | 37 | -13* | 48 |
| 30 | COc1ccc(-c2cc(-c3nnc(SCC(=O)Nc4ccc(C(C)=O)cc4)n3-c3ccccc3)c3ccccc3n2)cc1 | 95 | 95 | 95 | 109 | 93 | 105 | 81 | 92 |
| 31 | Cc1ccc(N)cc1[N+](=O)[O-] | 100 | 76 | 113 | 85 | 100 | 90 | 116 | 100 |
| 32 | CC(C)(C)c1ccc(C(=O)Nc2ccc(S(N)(=O)=O)cc2)cc1 | 90 | 90 | 99 | 101 | 102 | nt | 78 | 120 |
| 33 | CC(N)C(=O)NNc1n[nH]c(=S)n1N (centres undefined) | 95 | 107 | 94 | 102 | 102 | 95 | 104 | 106 |
| 34 | O=C1C=CC(=Nc2ccc(O)c3ncccc23)c2cccnc21 | 89 | 61 | 95 | 103 | 94 | 124 | 101 | 102 |
| 35 | O=c1ccc(=O)n(-c2nc(-c3cc4c(ccc5ccccc54)oc3=O)cs2)[nH]1 | 99 | 90 | 86 | 93 | 100 | 96 | 98 | 95 |
| 36 | COCOc1ccc2c(=O)c(C)c(C(=O)N[C@@H](Cc3ccccc3)C(O)C(=O)NCCc3ccc(OC)cc3)oc2c1 (some centres undefined) | 118 | 95 | 111 | 105 | 100 | 117 | 100 | 106 |
| 37 | O=C(O)/C=C\c1cccc([N+](=O)[O-])c1 | 99 | 102 | 95 | 113 | nt | 102 | 117 | 88 |
| 38 | CCCCCCCCCCCCNC(=O)[C@H]1CSC(c2ccsc2)N1 (some centres undefined) | -78* | -68* | -84* | -43* | 64 | -10* | 34 | -95* |
| 39 | CSc1nc(N)c2c(n1)NC(c1ccc(Cl)cc1)CC(c1ccc3c(c1)OCO3)=N2 (centres undefined) | 75 | 58 | 75 | 56 | 90 | 37 | 43 | 87 |
| 40 | Cc1[nH]c(-c2cccc(N)c2)c2c1C(=O)CCCC2 | 69 | 92 | 61 | 83 | 76 | 52 | 72 | 59 |
| 41 | COC(=O)C(c1ccccc1)C(Cl)(Cl)Cl (centres undefined) | 117 | 48 | 159 | 84 | 76 | 78 | 91 | 104 |
| 42 | COc1ccc(-c2nn(CC(=O)N3CCCC3)c3ncnc(N)c23)cc1 | 97 | 96 | 97 | 98 | 100 | 79 | 100 | 98 |
| 43 | Nc1ccc(-c2nn3c(CCC(=O)c4nc5ncccc5[nH]4)nnc3s2)c(O)c1 | 97 | 83 | 98 | 94 | 90 | 85 | 101 | 86 |
| 44 | COC(=O)c1c(C(=O)OC)c(-c2ccc(Cl)c(Cl)c2)n2c1CCC2 | 97 | 87 | nt | 95 | 86 | 86 | 93 | 91 |
| 45 | C=CCn1c(SCC(=O)Nc2ccc(C(=O)/C=C/c3ccc(OC)cc3)cc2)nnc1-c1cc(OC)c(OC)c(OC)c1 | 78 | 42 | 75 | 64 | 75 | 84 | 17 | 94 |
| 46 | CCC(=O)c1cc2c(cc1C)C(C)(C)CCC2(C)C | 99 | 100 | 98 | 104 | 98 | 103 | nt | 99 |
| 47 | CCOC(=O)c1cnn(-c2ccc(S(N)(=O)=O)cc2)c1N | 99 | 100 | 101 | 85 | 103 | 105 | 94 | 96 |
| 48 | O=C(CCCCCCN1CC(=O)N2[C@@H](c3ccc(Cl)c(Cl)c3)c3[nH]c4ccccc4c3C[C@H]2C1=O)NO | 51 | 8.9* | 65 | 7.7* | 80 | nt | 6.0* | 54 |
| 49 | CNC1=C([N+](=O)[O-])C(c2ccc(C#N)cc2)C(C#N)=C(c2ccc[nH]2)O1 (centres undefined) | 104 | 102 | 94 | nt | 105 | 90 | 114 | 107 |
| 50 | CCC(O)c1ccc(N)cc1 (centres undefined) | 98 | 101 | 102 | 98 | 106 | 118 | 98 | 91 |
| 51 | COc1ccc(C(=O)/C=C/c2c(C)nn(-c3ccccc3)c2N2CCOCC2)cc1 | 94 | 85 | 83 | 81 | 71 | 49 | 83 | 79 |
| 52 | N#CC(C#N)=CNC(=S)Nc1ccc(S(=O)(=O)Nc2nccs2)cc1 | 98 | 92 | 94 | 100 | 98 | 100 | 100 | 91 |
| 53 | CCOC(=O)C(NC(C)=O)C(=O)OCC | 107 | 103 | 105 | 99 | 94 | 81 | 107 | 106 |
| 54 | Clc1ccc(-c2nnc(COc3ccccc3Cl)o2)cc1 | 76 | 90 | 87 | 92 | 58 | 49 | 89 | 61 |
| 55 | CCNc1nc2ccccc2c2c(=O)c3cccc(C)c3sc12 | 102 | 84 | 79 | 85 | 94 | 105 | nt | 88 |
| 56 | O=C1c2ccccc2C(=O)N1CN1CCOCC1 | 89 | 116 | 115 | 173 | 109 | nt | nt | 79 |
| 57 | O=C1NC(=O)C(c2ccccc2)(c2ccccc2)N1S(=O)(=O)c1ccccc1 | 108 | 97 | nt | 91 | 92 | 84 | 87 | 109 |
| 58 | Cc1nc(N)nc(N)c1-c1ccc([N+](=O)[O-])cc1 | 68 | 68 | 87 | 86 | 63 | nt | 116 | nt |
| 59 | COc1cc(-c2nn(-c3cccc(F)c3)cc2C(=O)O)ccc1O | 95 | 83 | 90 | 100 | 100 | 95 | 91 | 92 |
| 60 | OCCN1CSC(=S)NCCNC(=S)SC1 | 98 | 82 | 136 | 99 | 91 | 103 | 108 | 102 |

Compound profiles (already shown). Screens in order: M14	MOLT-4	EKVX	CCRF-CEM	A549/ATCC	HOP-92	RPMI-8226	HOP-62
`OCCN1CSC(=S)NCCNC(=S)SC1` is listed with 98	82	136	99	91	103	108	102
`CCCCCCCCCCCCNC(=O)[C@H]1CSC(c2ccsc2)N1` (some centres undefined) is listed with -78*	-68*	-84*	-43*	64	-10*	34	-95*
`O=C1c2ccccc2C(=O)N1CN1CCOCC1` is listed with 89	116	115	173	109	nt	nt	79
`Cc1nc(N)nc(N)c1-c1ccc([N+](=O)[O-])cc1` is listed with 68	68	87	86	63	nt	116	nt
`C=CCn1c(SCC(=O)Nc2ccc(C(=O)/C=C/c3ccc(OC)cc3)cc2)nnc1-c1cc(OC)c(OC)c(OC)c1` is listed with 78	42	75	64	75	84	17	94

Other structures follow.
| entry | Molecule | M14 | MOLT-4 | EKVX | CCRF-CEM | A549/ATCC | HOP-92 | RPMI-8226 | HOP-62 |
| --- | --- | --- | --- | --- | --- | --- | --- | --- | --- |
| 61 | O=C(O)c1cccc(I)c1C(=O)O | 98 | 97 | 98 | 105 | 109 | 110 | 107 | 88 |
| 62 | OB(O)c1ccccc1 | 108 | 97 | 108 | 100 | 99 | 112 | 102 | nt |
| 63 | Cc1cc(Cl)cc(Cc2cc(Cl)cc(C)c2O)c1O | 14 | -15* | 54 | 5.5* | 29 | -33* | -23* | 57 |
| 64 | CCOC(=O)c1ccc2n1CCc1cnc(NC3CCCCC3)nc1-2 | 102 | 81 | 93 | 92 | 96 | 77 | 82 | nt |
| 65 | CC(C)C1=CC2=CC[C@H]3C(C)(C)CC(=O)C[C@]3(C)[C@H]2CC1 | 107 | 94 | 106 | 92 | 78 | 86 | 94 | 101 |
| 66 | CCN(CC)CC(O)CCNc1ccnc2cc(Cl)ccc12 (centres undefined) | 104 | 82 | 117 | 99 | 102 | 62 | 106 | 94 |
| 67 | CN1CCC(N)(C(=O)O)CC1 | 105 | 102 | nt | 106 | 99 | 108 | 105 | 109 |
| 68 | CC1CC(NC(N)=O)NC(=O)N1 (centres undefined) | 111 | 105 | nt | 92 | 100 | 81 | 98 | 107 |
| 69 | C=C(C)[C@@H]1CC2Cc3c(C)cc(C)cc3N1O2 (some centres undefined) | 105 | 103 | 109 | 103 | 95 | nt | 104 | 98 |
| 70 | Cc1cc(O)c(C=NC(=S)c2ccncc2)c(=O)o1 | 97 | 103 | 94 | 110 | 109 | 96 | 113 | 89 |
| 71 | COc1ccc(C(=O)Nc2c(Cl)cccc2Cl)cc1OC | 132 | 93 | 92 | 108 | 98 | 91 | 93 | 92 |
| 72 | CC12C(=O)OC(=O)C1C1c3ccccc3C2c2ccccc21 (centres undefined) | 99 | 91 | 105 | nt | 94 | 100 | 101 | 109 |
| 73 | COC(=O)C1NC(=S)N(c2ccccc2)C1/C=C/c1ccccc1 (centres undefined) | 101 | 118 | 92 | 97 | 101 | 94 | 92 | 97 |
| 74 | CNCc1cccc2c1OCCCCCC[C@@](C)(O)CC1(CC1)S(=O)(=O)c1ccc(cc1)-c1cnc(N)c(n1)C(=O)N2 | -39* | -44* | -97* | -6.4* | -79* | -68* | -31* | -84* |

3 of these compounds, set out differently:
[67] CN1CCC(N)(C(=O)O)CC1
[69] C=C(C)[C@@H]1CC2Cc3c(C)cc(C)cc3N1O2 (some centres undefined)
[73] COC(=O)C1NC(=S)N(c2ccccc2)C1/C=C/c1ccccc1 (centres undefined)
screen / no.	67	69	73
M14	105	105	101
MOLT-4	102	103	118
EKVX	nt	109	92
CCRF-CEM	106	103	97
A549/ATCC	99	95	101
HOP-92	108	nt	94
RPMI-8226	105	104	92
HOP-62	109	98	97

From PubChem
